Bioassay records: PubChem, The Scripps Research Institute Molecular Screening Center
OXTR potentiate – human OXTR potentiators, primary screen, fluorescence, CHO-OTR cells, Fluo-8 calcium | Oxytocin receptor (Homo sapiens), P30559 | Fluo-8 calcium fluorescence, potentiator mode; 0% = oxytocin EC15, 100% = EC100 | activation, % at 3 µM | 0.061% of 320,000 active | AID 2445, 2010;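 active means activation above that plate's cutoff, the mean activation of tested compounds plus 3 SD, cut at about 6.6% in these data, passing the limit was not always enough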;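 further: 100% uses oxytocin at 75 nM as the full agonist control; some results filed as inactive read as strong as hits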
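Assay system: CHO cell line stably expressing human OTR | Also added: Oxytocin at about EC15, sub-maximal agonist stimulus | Times: Compound 6 min at room temperature before oxytocin, 100 s read | Measured by: Fluo-8 intracellular calcium fluorescence, ex 470-495, em 515-575 nm | Controls: EC15 oxytocin alone as 0%, 75 nM oxytocin as 100%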
M1 ag parental – counter-screen for M1 agonists: effect in parental CHO-K1 cells; Fluo-8 calcium fluorescence; scaled to maximal ATP response, vehicle zero; activation, % at 3 µM; 0.48% of 360,000 active; in the data active means activation above about 15%;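 further: untransfected CHO-K1 host cells lacking M1 receptor as counterscreen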
CHRM1 antagonist – human M1 muscarinic receptor antagonists, primary screen, CHO-K1 cells, Fluo-8 calcium fluorescence, 1536-well | 1.3% of 360,000 active | CHO-K1 hM1, ACh EC80 antagonist | Muscarinic acetylcholine receptor M1 (Homo sapiens), P11229 | inhibition, % at 3 µM;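 active means percent inhibition above its own plate's cutoff, namely the mean of that plate's compound wells plus 3 SD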;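 further: peak over basal fluorescence ratio during 140 s after agonist addition; 0% = ACh EC80 plus DMSO and 100% = DMSO alone without agonist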
Target sequence (P11229 whole entry, looked up): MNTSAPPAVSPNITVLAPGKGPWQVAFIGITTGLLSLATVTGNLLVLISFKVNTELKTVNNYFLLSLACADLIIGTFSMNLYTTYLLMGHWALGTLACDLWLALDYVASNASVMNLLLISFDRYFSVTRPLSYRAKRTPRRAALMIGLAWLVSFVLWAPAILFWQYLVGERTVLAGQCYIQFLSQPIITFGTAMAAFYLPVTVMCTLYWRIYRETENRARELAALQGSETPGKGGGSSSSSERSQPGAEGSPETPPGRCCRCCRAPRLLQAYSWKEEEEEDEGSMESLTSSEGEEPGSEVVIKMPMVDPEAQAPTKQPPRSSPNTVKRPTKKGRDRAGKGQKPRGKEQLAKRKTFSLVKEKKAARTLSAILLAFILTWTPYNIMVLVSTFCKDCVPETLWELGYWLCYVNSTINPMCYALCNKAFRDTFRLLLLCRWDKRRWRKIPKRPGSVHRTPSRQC
TAAR1 agonist – human TAAR1 agonists, primary screen, Fluo-8 calcium fluorescence, CHO RD-HGA16 cells; Trace amine-associated receptor 1 (Homo sapiens), Q96RJ0; vehicle wells 0%, saturating PEA agonist 100%; activation, % at 3 µM; 0.99% of 360,000 active; AID 624467, 2012;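 active means activation above the mean activation of all test compounds in the run plus 3 SD, cut at about 38% in these data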
Target sequence (Q96RJ0 whole entry, looked up): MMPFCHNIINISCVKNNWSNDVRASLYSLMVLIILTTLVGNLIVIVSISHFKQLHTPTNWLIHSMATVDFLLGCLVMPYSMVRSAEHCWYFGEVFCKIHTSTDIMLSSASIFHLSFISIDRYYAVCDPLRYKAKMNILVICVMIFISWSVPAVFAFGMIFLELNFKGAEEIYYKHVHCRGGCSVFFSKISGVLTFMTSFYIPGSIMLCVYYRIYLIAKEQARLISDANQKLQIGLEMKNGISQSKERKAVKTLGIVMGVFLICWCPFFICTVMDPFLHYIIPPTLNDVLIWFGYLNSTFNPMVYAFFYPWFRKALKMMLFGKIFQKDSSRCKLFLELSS
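System: CHO RD-HGA16 cells carrying human TAAR1 plus Gα16; Incubation: 17-24 h seeding, 75 min 37 °C dye, 30 min RT; Measured by: Fluo-8 fluorescence, 5 s baseline then 140 s kinetic read; Control set: DMSO and PEA EC100; Replication: single well for each compound.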
CHO parental Ca – ATP-evoked calcium signal inhibitors, parental CHO, primary screen, counter-screen for OX1R antagonist project, cell-based, fluorescence, Fluo-8 calcium dye. parental CHO-K1, ATP-induced calcium, Fluo-8 fluorescence. inhibition, % at 5.6 µM. 0.63% of 330,000 active;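 active means inhibition above that plate's mean sample inhibition plus 3 SD, cut at about 26% in these data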;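 further: 0% = ATP-challenged DMSO wells and 100% = DMSO wells without ATP; some compounds past the cut are filed as inactive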
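Measured by: calcium-sensitive Fluo-8 fluorescence / Test system: CHO parental line / Controls: ATP-challenged DMSO wells low, unchallenged DMSO wells high / Measure: % inhibition / Compound: single nominal dose of 5.6 µM per compound / Replicates: single well per compound, no replicates / Reagent: ATP as calcium-mobilizing challenge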
CHRM1 agonist – human M1 muscarinic receptor agonists, primary screen, Fluo-8 calcium fluorescence, CHO-K1 cells, HTS. CHO-K1 hM1, agonist mode; 0% DMSO, 100% acetylcholine EC100. 0.33% of 360,000 active. Muscarinic acetylcholine receptor M1 (Homo sapiens), P11229. activation, % at 3 µM;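 active means activation above the run's mean compound activation plus 3 SD, cut at about 16% in these data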;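 further: peak over basal fluorescence ratio within a 140 s kinetic read after compound addition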
TAAR1 antagonist – human TAAR1 antagonists, primary screen, Fluo-8 calcium fluorescence, CHO RD-HGA16 cells | Trace amine-associated receptor 1 (Homo sapiens), Q96RJ0 | 1.5% of 360,000 active | antagonist | inhibition, % at 3 µM;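 active means inhibition above a per-plate cutoff, the mean inhibition of test compounds on that plate plus 3 SD, cut at about 49% in these data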;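 further: 0% = DMSO plus EC80 beta-PEA response and 100% = DMSO alone without agonist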
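Assay system: RD-HGA16 CHO cells with stable hTAAR1 and Gα16 / Reagent: EC80 β-phenethylamine stimulus / Doses: 3 µM, single point / Timing: dye loading 75 min at 37 °C, then 30 min room temperature / Measured by: Fluo-8 intracellular calcium dye fluorescence, real-time kinetic reads / Controls: vehicle wells and EC80 agonist wells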
M1 PAM parental – nonselective calcium activators in parental CHO-K1 cells, primary screen, counter-screen for M1 PAM project, cell-based, Fluo-8 calcium fluorescence, full deck, 1536-well; AID 602247, 2012; 0.02% of 360,000 active; ATP EC20; 0% at ATP EC20, 100% at ATP max; activation, % at 3 µM;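 active means activation above the run cutoff, the mean activation of all test compounds plus 3 SD, cut at about 40% in these data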;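 further: peak over basal fluorescence ratio in a 140 s read after ATP addition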
CHO-K1 Ca antag – counter-screen for M1 antagonists: effect in parental CHO-K1 cells | ATP-induced calcium, Fluo-8 fluorescence | inhibition, % at 3 µM | 0.6% of 360,000 active;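 active means inhibition above a per-plate cutoff, the plate's mean sample inhibition plus 3 SD, cut at about 24% in these data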;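 further: 0% = DMSO plus EC80 ATP and 100% = DMSO alone without ATP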
* hit, by the source's call.

How did CCCCN(C(=O)c1ccc(S(=O)(=O)N(CC)CC)cc1)c1c(N)n(CCC)c(=O)[nH]c1=O do in these assays?
OXTR potentiate: -6; M1 ag parental: 0.5; CHRM1 antagonist: 3; TAAR1 agonist: 1; CHO parental Ca: -12; CHRM1 agonist: -5; TAAR1 antagonist: 0; M1 PAM parental: -4; CHO-K1 Ca antag: -15

What do the screens show for `O=C(COC(=O)c1cc([N+](=O)[O-])ccc1N1CCOCC1)Nc1ccc(Cl)cn1`?
OXTR potentiate: -6; M1 ag parental: 6.0; CHRM1 antagonist: 8; TAAR1 agonist: 4; CHO parental Ca: -15; CHRM1 agonist: -5; TAAR1 antagonist: 4; M1 PAM parental: -2; CHO-K1 Ca antag: 18

How did Cc1ccc2nc(NC(=O)c3ccc(Br)o3)sc2c1 do in these assays?
OXTR potentiate: -1; M1 ag parental: 0.0; CHRM1 antagonist: -20; TAAR1 agonist: 2; CHO parental Ca: -11; CHRM1 agonist: 5; TAAR1 antagonist: 8; M1 PAM parental: -12; CHO-K1 Ca antag: 19

Results for CCNc1nc(N)nc(Oc2ccc(C(=O)OC)cc2)n1 ?
OXTR potentiate: -12; M1 ag parental: 0.2; CHRM1 antagonist: -12; TAAR1 agonist: 19; CHO parental Ca: 1; CHRM1 agonist: -2; TAAR1 antagonist: 5; M1 PAM parental: 13; CHO-K1 Ca antag: -1

What do the screens show for `COc1ccccc1NC(=O)CCCn1c(=S)[nH]c2ccccc2c1=O`?
OXTR potentiate: 1; M1 ag parental: 1.5; CHRM1 antagonist: 0; TAAR1 agonist: 1; CHO parental Ca: -6; CHRM1 agonist: -6; TAAR1 antagonist: 12; M1 PAM parental: 19; CHO-K1 Ca antag: -11

How did CC1CCN(c2ncnc3c2cnn3Cc2ccc(Cl)cc2)CC1 do in these assays?
OXTR potentiate: -10; M1 ag parental: 1.1; CHRM1 antagonist: -3; TAAR1 agonist: 51*; CHO parental Ca: -29; CHRM1 agonist: -5; TAAR1 antagonist: 25; M1 PAM parental: 18; CHO-K1 Ca antag: -3

What do the screens show for `O=C1NC(=S)N(C(=O)c2ccc(F)cc2)/C1=C/c1ccccc1`?
OXTR potentiate: -8; M1 ag parental: 9.6; CHRM1 antagonist: 5; TAAR1 agonist: 10; CHO parental Ca: 4; CHRM1 agonist: 5; TAAR1 antagonist: 17; M1 PAM parental: 13; CHO-K1 Ca antag: 1

What do the screens show for `CCc1nc2c(OCCOc3ccccc3)cccn2c1N(C)C(=O)c1ccccc1F`?
M1 ag parental: 1.4; CHRM1 antagonist: -4; TAAR1 agonist: 0; CHRM1 agonist: -7; TAAR1 antagonist: 0; M1 PAM parental: 13; CHO-K1 Ca antag: -7

How did O=C(NCc1cccc(OC(F)(F)F)c1)c1ccc2c(c1)S(=O)(=O)c1cc(Cl)ccc1C2=O do in these assays?
OXTR potentiate: 10; M1 ag parental: 0.2; CHRM1 antagonist: -9; TAAR1 agonist: 4; CHO parental Ca: -13; CHRM1 agonist: -3; TAAR1 antagonist: -5; M1 PAM parental: 16; CHO-K1 Ca antag: -14

What do the screens show for `O=C(CSc1nnc(Cc2ccccc2)o1)NCc1ccc2c(c1)OCO2`?
OXTR potentiate: -27; M1 ag parental: -0.1; CHRM1 antagonist: -3; TAAR1 agonist: 7; CHO parental Ca: -8; CHRM1 agonist: -4; TAAR1 antagonist: 2; M1 PAM parental: -9; CHO-K1 Ca antag: -10

How did O=C(OCc1nc2ccccc2s1)c1ccc(Br)s1 do in these assays?
OXTR potentiate: -7; M1 ag parental: 0.6; CHRM1 antagonist: 2; TAAR1 agonist: 18; CHO parental Ca: -7; CHRM1 agonist: -5; TAAR1 antagonist: 5; M1 PAM parental: 11; CHO-K1 Ca antag: -2

What do the screens show for `N#Cc1c(NC(=O)c2cc(C3CC3)on2)sc2c1CCC2`?
OXTR potentiate: -6; M1 ag parental: 0.4; CHRM1 antagonist: -17; TAAR1 agonist: 3; CHO parental Ca: -7; CHRM1 agonist: 4; TAAR1 antagonist: -22; M1 PAM parental: -5; CHO-K1 Ca antag: -4

Results for CN(C)c1ccc(/C=N/NC(=O)c2ccc3c(c2)OCO3)cc1 ?
M1 ag parental: 0.5; CHRM1 antagonist: -2; TAAR1 agonist: 0; CHRM1 agonist: -4; TAAR1 antagonist: -15; M1 PAM parental: -1; CHO-K1 Ca antag: -3

What do the screens show for `CCCN1CCN(C(=O)C2CCN(c3ncnc4c3nc3n4CCCCC3)CC2)CC1`?
OXTR potentiate: -1; M1 ag parental: 0.2; CHRM1 antagonist: 6; TAAR1 agonist: 3; CHO parental Ca: -26; CHRM1 agonist: -6; TAAR1 antagonist: -5; M1 PAM parental: 3; CHO-K1 Ca antag: -17

Results for COc1cc2[nH]cc(C(=O)NCCc3ccccc3)c(=O)c2cc1OC ?
OXTR potentiate: -6; M1 ag parental: 3.1; CHRM1 antagonist: 11; TAAR1 agonist: 32; CHO parental Ca: -16; CHRM1 agonist: -5; TAAR1 antagonist: 16; M1 PAM parental: -5; CHO-K1 Ca antag: 7

How did Cc1cc2n(n1)C(c1cccs1)Nc1ccccc1-2 (stereo not drawn) do in these assays?
OXTR potentiate: 4; M1 ag parental: 0.0; CHRM1 antagonist: -23; TAAR1 agonist: 2; CHO parental Ca: -8; CHRM1 agonist: -1; TAAR1 antagonist: -23; M1 PAM parental: 17; CHO-K1 Ca antag: -5

Results for COC1=CC(=O)C(OC)=C(OC)C1=O ?
M1 ag parental: 0.7; CHRM1 antagonist: 16; TAAR1 agonist: 6; CHRM1 agonist: 4; TAAR1 antagonist: 9; M1 PAM parental: -18; CHO-K1 Ca antag: 0

What do the screens show for `O=C(Cc1ccccc1)Nc1nc(-c2cccc([N+](=O)[O-])c2)cs1`?
OXTR potentiate: -7; M1 ag parental: 0.1; CHRM1 antagonist: -2; TAAR1 agonist: 1; CHO parental Ca: -6; CHRM1 agonist: -6; TAAR1 antagonist: 5; M1 PAM parental: 6; CHO-K1 Ca antag: 3

How did CC[N+](CC)(CC=C(C)C)CC(=O)OC do in these assays?
OXTR potentiate: -11; M1 ag parental: -0.6; CHRM1 antagonist: 4; TAAR1 agonist: 1; CHO parental Ca: 9; CHRM1 agonist: -4; TAAR1 antagonist: -13; M1 PAM parental: -13; CHO-K1 Ca antag: 22

How did COC(=O)CNC(=O)c1cccs1 do in these assays?
OXTR potentiate: -8; M1 ag parental: -0.3; CHRM1 antagonist: 4; TAAR1 agonist: 9; CHO parental Ca: -16; CHRM1 agonist: -3; TAAR1 antagonist: -11; M1 PAM parental: 6; CHO-K1 Ca antag: -3

Results for Cc1[nH]c2ccccc2c1C(=O)CSc1cccc[n+]1[O-] ?
OXTR potentiate: 6; M1 ag parental: -0.3; CHRM1 antagonist: -5; TAAR1 agonist: 1; CHO parental Ca: -3; CHRM1 agonist: -1; TAAR1 antagonist: -3; M1 PAM parental: 7; CHO-K1 Ca antag: 1

What do the screens show for `CC1Oc2ccccc2OC1(O)c1ccccn1` (stereo not drawn)?
OXTR potentiate: -1; M1 ag parental: 0.6; CHRM1 antagonist: -7; TAAR1 agonist: 6; CHO parental Ca: -4; CHRM1 agonist: -1; TAAR1 antagonist: -35; M1 PAM parental: 19; CHO-K1 Ca antag: -9

What do the screens show for `CCCc1cc(=O)oc2cc(OCC(=O)N3CCc4ccccc43)ccc12`?
OXTR potentiate: -3; M1 ag parental: -0.1; CHRM1 antagonist: -15; TAAR1 agonist: 4; CHO parental Ca: -3; CHRM1 agonist: -1; TAAR1 antagonist: 11; M1 PAM parental: 8; CHO-K1 Ca antag: -11

What do the screens show for `CCOc1ccc2[nH]c3c(NCCCOC)ncnc3c2c1`?
M1 ag parental: 2.0; CHRM1 antagonist: 3; TAAR1 agonist: -2; CHRM1 agonist: -10; TAAR1 antagonist: -22; M1 PAM parental: 3; CHO-K1 Ca antag: -7

Random excerpt: 2 records from the list
Results for CN(C)c1ccc(/C=N/NC(=O)c2ccc3c(c2)OCO3)cc1 ?
M1 ag parental: 0.5; CHRM1 antagonist: -2; TAAR1 agonist: 0; CHRM1 agonist: -4; TAAR1 antagonist: -15; M1 PAM parental: -1; CHO-K1 Ca antag: -3

What do the screens show for `CCCc1cc(=O)oc2cc(OCC(=O)N3CCc4ccccc43)ccc12`?
OXTR potentiate: -3; M1 ag parental: -0.1; CHRM1 antagonist: -15; TAAR1 agonist: 4; CHO parental Ca: -3; CHRM1 agonist: -1; TAAR1 antagonist: 11; M1 PAM parental: 8; CHO-K1 Ca antag: -11

(list continues)
Results for CC(=O)N1c2ccc(S(=O)(=O)NCCC(=O)Nc3ncccc3C)cc2CC1C (stereo not drawn) ?
OXTR potentiate: -6; M1 ag parental: 1.2; CHRM1 antagonist: -10; TAAR1 agonist: 2; CHO parental Ca: -10; CHRM1 agonist: -3; TAAR1 antagonist: -21; M1 PAM parental: 21; CHO-K1 Ca antag: -12

How did CC(C)(C)C(=O)CC1(O)C(=O)N(Cc2ccc(Cl)cc2)c2ccccc21 (stereo not drawn) do in these assays?
OXTR potentiate: 2; M1 ag parental: -0.2; CHRM1 antagonist: 2; TAAR1 agonist: 11; CHO parental Ca: -18; CHRM1 agonist: 2; TAAR1 antagonist: -3; M1 PAM parental: -4; CHO-K1 Ca antag: 17

Results for Cc1cc(C)c(NC(=S)N(CCN(C)C)C(C)c2cccnc2)c(C)c1 (stereo not drawn) ?
OXTR potentiate: -11; M1 ag parental: 0.3; CHRM1 antagonist: -15; TAAR1 agonist: 0; CHO parental Ca: -16; CHRM1 agonist: 1; TAAR1 antagonist: -25; M1 PAM parental: 15; CHO-K1 Ca antag: -14

How did COCCOC(=O)c1c(C)oc2ccc(NS(=O)(=O)c3ccccc3)cc12 do in these assays?
OXTR potentiate: -5; M1 ag parental: 2.8; CHRM1 antagonist: -2; TAAR1 agonist: -1; CHO parental Ca: -23; CHRM1 agonist: -4; TAAR1 antagonist: 3; M1 PAM parental: 17; CHO-K1 Ca antag: -21
